eIF4E-4G inh – blocks eIF4E binding to eIF4G. inhibition, % at 21.7 µM. P63073+Q04637. TR-FRET eIF4E-eIF4GI(517-606) binding, 2 h. AID 782. hit rate 0.37% among 220,000;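 active means inhibition above about 30%, limit read from the data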;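 further: 0% = full FRET control wells and 100% = background wells lacking eIF4GI fragment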
S1P4 agonist – activates the human S1P4 receptor; S1P4-expressing cell line, agonist reporter assay; activation, % at 4.98 µM; hit rate 0.35% among 220,000; AID 1509; in the data active means activation above about 11%;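 further: 0% = DMSO vehicle and 100% = reference agonist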
S1P4 antag – human S1P4 receptor antagonism; AID 1510; O95977; hit rate 0.26% among 220,000; inhibition, % at 4.98 µM; S1P4-expressing cells, antagonist mode, reporter read-out; in the data active means inhibition above about 29%;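 further: 0% = wells stimulated with agonist and 100% = vehicle wells without agonist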
BaF3 parental – counter-screen for JAK2V617F inhibitors: parental Ba/F3 viability inhibitors; CellTiter-Glo ATP luminescence; inhibition, % at 5.6 µM; hit rate 1.1% among 220,000; AID 1486;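 active means inhibition above a per-campaign cutoff, the mean inhibition of all tested compounds plus 3 SD, cut at about 27% in these data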;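 further: 0% = DMSO wells and 100% = JAK Inhibitor I control wells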
PERK inh – inhibitors of human PERK kinase | Q9NZJ5 | CHO PERK-DD fusion, SEAP luminescence translation reporter | inhibition, % at 5.6 µM | hit rate 0.17% among 220,000;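 active means inhibition above the mean inhibition of all tested compounds plus 3 SD, set separately per screening campaign, cut at about 2.9% in these data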;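 further: PERK kinase domain activated by AP20187 dimerizer at 100 nM; 0% = DMSO with dimerizer and 100% = rapamycin at 8.4 µM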
Wee1 stabilizer – inhibitors of human Wee1 degradation. HeLa Luc-Wee1K328M stability, luciferase luminescence; 100% = proteasome inhibitor MG132 effect. P30291. hit rate 1.2% among 220,000. reporter increase, % at 5 µM. AID 1321;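 active means activation above the mean of all tested compounds plus 3 SD, set per screening run, cut at about 8.8% in these data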;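 further: cells exposed to compound for 20 h before luminescence read; 0% = DMSO alone and 100% = MG132 at 30 µM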
Mdm2 ligase inh – Mdm2 E3 ligase (human) inhibition. AID 1230. hit rate 0.11% among 210,000. Q00987. cell-based MDM2 ubiquitination luciferase reporter, 2 h; 0 = plate control, 100 = twice control, blank-subtracted. signal enhancement, % at 5 µM;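 active means signal enhancement of 30% or more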;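 further: luminescence tracks abundance of the self-degrading MDM2-luciferase fusion protein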
Target sequence (Q00987 whole entry, looked up, the tested form may be a part): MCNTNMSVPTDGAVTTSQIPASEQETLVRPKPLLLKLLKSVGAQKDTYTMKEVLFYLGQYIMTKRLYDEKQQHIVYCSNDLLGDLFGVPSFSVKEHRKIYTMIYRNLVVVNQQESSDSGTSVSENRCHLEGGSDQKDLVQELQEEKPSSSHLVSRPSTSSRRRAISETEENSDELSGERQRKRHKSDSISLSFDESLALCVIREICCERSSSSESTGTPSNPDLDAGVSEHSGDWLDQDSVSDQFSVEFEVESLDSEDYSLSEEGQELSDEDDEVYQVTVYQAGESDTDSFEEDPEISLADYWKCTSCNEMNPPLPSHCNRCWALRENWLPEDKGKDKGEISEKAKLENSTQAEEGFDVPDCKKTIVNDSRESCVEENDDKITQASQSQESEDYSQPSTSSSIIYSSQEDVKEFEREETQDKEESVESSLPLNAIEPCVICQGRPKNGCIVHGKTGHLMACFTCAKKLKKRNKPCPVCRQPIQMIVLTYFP
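Assay system: stable mammalian line carrying autodegrading MDM2–luciferase fusion reporter; amount: 2000 cells seeded into each well; buffer or medium: DMEM; benchmarks: plate control and blank wells; signal: luciferase luminescence; timing: 2 h compound exposure at 37 °C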
Ba/F3 V617F tox – loss of viability in JAK2V617F-driven Ba/F3 cells. Ba/F3 EpoR-JAK2V617F viability, ATP luminescence. inhibition, % at 5.6 µM. hit rate 1.1% among 220,000;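 active means inhibition above the campaign mean plus 3 SD over all tested compounds, cut at about 24% in these data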;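 further: cytokine-independent growth of Ba/F3 cells driven by EpoR plus mutant JAK2; 0% = DMSO-treated cells and 100% = JAK inhibitor I control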
NPY-Y2 PAM-ag – human NPY-Y2 potentiation or agonism, primary screen; P49146; cells expressing NPY-Y2, potentiator/agonist read-out; activation, % at 3.6 µM; hit rate 0.45% among 220,000; AID 1359; in the data active means activation above about 27%;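 further: cells stimulated with NPY near EC25 plus isoproterenol at EC100; 0% = vehicle plus submaximal agonist and 100% = vehicle plus saturating agonist; some results beyond the cut were filed as inactive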
Target sequence (P49146 whole entry, looked up): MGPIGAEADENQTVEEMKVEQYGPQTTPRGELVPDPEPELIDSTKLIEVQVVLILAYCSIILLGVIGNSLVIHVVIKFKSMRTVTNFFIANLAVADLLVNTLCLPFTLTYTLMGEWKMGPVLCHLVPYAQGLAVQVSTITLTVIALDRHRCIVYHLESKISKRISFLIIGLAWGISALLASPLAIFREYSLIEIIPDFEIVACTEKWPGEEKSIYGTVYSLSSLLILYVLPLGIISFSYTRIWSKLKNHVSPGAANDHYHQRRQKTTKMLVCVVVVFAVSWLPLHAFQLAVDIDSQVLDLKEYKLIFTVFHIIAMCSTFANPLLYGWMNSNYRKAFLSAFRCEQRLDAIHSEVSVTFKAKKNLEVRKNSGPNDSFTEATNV
The depositor's hits bear a star; nt = not tested or not shown; [ ] = another dose, or the depositor's remark. This is a random part of the collection; about 4.1% have a hit in one of these screens.

Second line of a record – S1P4 agonist, Ba/F3 V617F tox, Wee1 stabilizer, S1P4 antag, BaF3 parental, Mdm2 ligase inh, eIF4E-4G inh, NPY-Y2 PAM-ag, PERK inh
[1] COC(=O)c1ccc(NC(=O)CN2CCN(c3ccccc3C)CC2)cc1
    0.8, 0.4, 0.6, -8.9, 3.9, nt, -0.3[fluorescence artefact?], 9.7, 0.5
[2] Cc1ccccc1C1CCCN(C(=O)c2cc(COc3c(F)cccc3F)on2)C1 (stereo not drawn)
    -0.8, -0.2, -4.9, 11.9, 8.0, -6.2, -0.9, -30.2, -0.3
[3] COc1ccc(NC(=O)C(F)(OC)C(F)(F)F)c(OC)c1 (stereo not drawn)
    0.3, 4.6, -1.3, -22.0, 0.1, -8.3, -1.1, -9.0, -0.1
[4] O=C(O)C1C2CCC(C2)C1C(=O)NCc1ccco1 (stereo not drawn)
    0.8, -1.0, -0.9, -8.0, 2.1, -20.4, 0.5[fluorescence artefact?], 12.9, 1.9
[5] CCOc1ccc(S(=O)(=O)Nc2ccccn2)c2ccccc12
    1.7, -3.0, 0.7, -7.9, -3.7, -4.8, -4.5, -14.7, 0.1
[6] CC1=C(C(=O)Nc2ccccc2F)C(c2cccs2)NC(=S)N1 (stereo not drawn)
    -1.5, 7.1, 4.6, 11.7, 5.3, -17.5, 1.2, -4.8, -1.0
[7] Cn1c(C(C#N)C(=O)c2ccco2)nc2ccccc21 (stereo not drawn)
    -0.6, 2.9, 0.7, 4.8, 8.8, -13.1, 5.9, 14.8, -0.2
[8] CCOc1cc(C=O)ccc1OCC(N)=O
    2.4, -1.1, 3.3, -12.3, 6.5, -9.6, 1.1, 3.1, 1.0
[9] CCc1nnc(NC(=O)c2cccc(S(=O)(=O)N(C)c3ccccc3)c2)s1
    2.7, 0.3, 0.6, 7.9, 3.6, nt, 0.3, -6.3, 0.6
[10] CCN1C(=O)C(NC(C)=O)c2cc(OC)ccc21 (stereo not drawn)
    -0.3, -1.2, -0.9, 4.7, 3.1, -2.4, 0.6, -2.5, 1.1
[11] CCOC(=O)c1c(CN2CCN(C)CC2)oc2ccc(OC)cc12
    -0.6, 4.2, -1.1, 1.8, 7.8, -7.0, 18.3, -2.3, -1.2
[12] COC(=O)c1ccc(Cl)cc1N(Cc1c(F)cccc1Cl)S(C)(=O)=O
    0.1, 5.6, -0.7, 0.9, -1.2, -14.4, 1.0, -0.6, 0.0
[13] O=C(CSC(=S)N1CCOCC1)Nc1nccs1
    1.2, 0.0, 8.6, 6.2, -1.0, -8.7, -1.4, -8.6, 1.2
[14] NS(=O)(=O)c1cccc(NS(=O)(=O)c2cccc(C(F)(F)F)c2)c1
    0.2, -3.2, 1.9, -2.5, -0.8, -9.1, -0.2, -24.3, 0.9
[15] Cc1cccc(OCC(=O)NCCN2CCOCC2)c1
    0.2, -5.2, -1.6, -13.1, 0.9, 1.7, 9.9, 9.3, 0.3
[16] COc1ccc(OC)c2sc(N3CCc4ccccc4C3)nc12
    1.5, 1.1, 6.5, -10.3, 14.5, -7.3, -0.7, -10.8, -0.2
[17] Cc1cc(C)nc(N2CCC(C(=O)NCc3cccc(C(F)(F)F)c3)CC2)n1
    3.3, -4.0, -1.9, -2.5, -0.6, -12.0, 1.3, 9.4, 2.0
[18] COc1cccc(NCc2cc3c(C(C)(C)C)nn(-c4ccccc4)c3[nH]c2=O)c1
    0.8, 1.2, 1.7, -9.3, 5.8, -31.1, -1.8, 10.6, -0.4
[19] Cc1ccccc1NC(=O)c1cnc2ccccn2c1=O
    2.4, 0.7, -0.9, -9.9, 4.7, -66.2, -3.1, 10.4, -0.6
[20] CC(c1nnc(Sc2nnnn2-c2ccccc2)n1-c1ccc(F)cc1)N(C)C (stereo not drawn)
    0.5, 2.1, -5.6, 16.2, 2.8, 0.9, 0.4, -0.7, 0.5
[21] CCN1CCN(CCCNC(=O)Cn2cc3c(n2)CCCC3)CC1
    0.5, -4.5, -2.0, -8.7, 5.2, -2.6, -1.9[fluorescence artefact?], 7.4, 1.3
[22] O=C(NC1CCCCC1)c1ccc(-n2cnnn2)cc1
    1.3, 0.9, -2.9, -12.6, 0.1, -5.4, 0.1, -13.5, -0.1
[23] CCOc1cc(NS(=O)(=O)c2ccc(Cl)cc2)c(OCC)cc1NC(=O)CC(C)C
    1.0, 0.0, -0.7, 5.6, 2.9, -9.9, -6.7, 7.4, -2.2
[24] CCOC(=O)C(C(=O)OCC)C(C)C#CCN1CCCCC1 (stereo not drawn)
    0.6, -4.1, 0.3, -4.0, -1.3, -17.4, 3.2[fluorescence artefact?], 4.1, -0.6
[25] Cc1ccc(S(=O)(=O)c2ccccc2)cc1S(=O)(=O)N1CCOCC1
    -2.0, 0.1, 0.0, -11.6, 2.8, -13.3, -3.3[fluorescence artefact?], 6.9, -0.8
[26] COc1cc(-n2c(C)nc3cc(C(=O)N4CCOCC4)ccc32)cc(OC)c1OC
    -0.2, -1.6, 0.1, -3.3, 91.1*, 6.5, 0.3, -18.2, 0.5
[27] COCCCNC(=S)N/N=C/c1ccc(OC)cc1
    0.4, -3.4, -2.9, -0.3, 2.8, -12.3, 0.5, 3.2, 0.6
[28] CC(=O)N(c1ccccc1)C1CCCC1
    1.2, -2.6, 5.6, -10.9, 2.5, -9.0, 19.8, 16.1, 1.9
[29] Cn1c(=O)n(C)c2cc([N+](=O)[O-])c(N3CCN(C(=O)c4ccc(Cl)cc4)CC3)cc21
    0.3, -2.9, -1.5, -2.3, 0.6, -2.6, -2.6, 11.4, 1.4
[30] O=C1CSC(c2cn(-c3ccccc3)nc2-c2ccc3c(c2)OCCO3)N1CCN1CCOCC1 (stereo not drawn)
    0.6, 2.8, -0.6, -11.4, 5.0, -6.2, 3.5, 2.4, -1.2

(continued)
Second line of a record – S1P4 agonist, Ba/F3 V617F tox, Wee1 stabilizer, S1P4 antag, BaF3 parental, Mdm2 ligase inh, eIF4E-4G inh, NPY-Y2 PAM-ag, PERK inh
[31] CC(O)CNc1nc2sc3c(c2c(=O)n1Cc1ccco1)CCCCC3 (stereo not drawn)
    0.4, 1.3, -1.3, -3.1, 1.1, -6.6, 2.4, 10.2, 1.0
[32] COc1ccc(CNC(=O)CCn2c(=O)[nH]c3ccccc3c2=O)cc1
    0.2, -2.0, -2.0, 15.9, 5.9, -0.3, -2.6, -13.5, 0.2
[33] O=C(Cc1ccc([N+](=O)[O-])cc1)N1CCCc2ccccc21
    -0.8, 1.4, 2.9, -7.2, 4.1, -10.7, -0.6, -14.9, -0.6
[34] CCN(CC(=O)NCCc1ccc(S(N)(=O)=O)cc1)Cc1nc2cc(OC)c(OC)cc2c(=O)[nH]1
    -2.1, 18.1, 1.0, 5.8, 9.7, -10.2, -12.9[fluorescence artefact?], 9.8, 1.2
[35] CCOC(=O)c1cc2c(ccn2-c2ccc(F)cc2)n1CC(=O)N(CC)CC
    2.9, 0.9, -2.9, -4.5, 1.2, -1.5, 6.2, 7.5, -1.4
[36] N#Cc1c(C(F)(F)F)cc(-c2ccccc2)nc1SCCN1CCOCC1
    0.5, 5.8, 2.1, -12.2, 8.5, -9.6, 2.8, -26.0, -0.7
[37] O=C(OC(C(=O)NC1CCCCC1)c1ccccn1)c1cccs1 (stereo not drawn)
    1.0, 3.5, -1.8, -0.8, 1.8, -10.4, 2.8[fluorescence artefact?], -12.3, 0.5
[38] COc1ccc(S(N)(=O)=O)cc1C(N)=O
    -1.3, 0.9, -0.2, -6.9, 3.8, 15.7, 0.2, -2.8, 0.1
[39] COc1cc2ccccc2cc1C(=O)NC(=S)Nc1cccc(C(=O)O)c1
    -0.2, 2.6, 8.2, 1.3, 3.5, -6.8, -2.6, -17.2, 1.3
[40] CCCn1nnnc1SCC(=O)N1CCCC1
    -0.3, -3.4, -1.8, -11.3, -0.6, -20.5, 0.2[fluorescence artefact?], 3.6, 0.7
[41] CCn1c(=O)cc(SCC(=O)NCCCN2CCN(c3ccccc3F)CC2)c2ccccc21
    -0.1, 11.3, 7.8, -28.7, 18.4, -2.4, 3.4, -13.3, -1.9
[42] COc1ccc2c(c1)oc(=O)c1cc(OC)ccc12
    1.1, -4.5, 1.5, -2.8, -2.5, -4.4, 5.8, -20.9, 0.8
[43] O=C(CNC(=S)N(Cc1ccccc1)Cc1cccnc1)NCc1ccccc1
    1.3, 0.2, 3.3, -2.8, 1.2, -17.2, 0.1, 3.1, -0.3
[44] Cc1ccc(S(=O)(=O)NCc2ccco2)cc1C(N)=O
    -2.1, 2.0, 0.3, -3.9, 6.4, -15.0, -2.3, -4.5, 0.1
[45] N#CC1=C(N)N=C(SCc2ccccc2)C(C(N)=O)C12CCCCC2 (stereo not drawn)
    1.3, -1.6, -1.2, -17.1, 1.3, -16.4, 2.0, -7.2, 0.2
[46] O=C(NNS(=O)(=O)c1ccc(Cl)cc1)c1cc(-c2ccccc2)nc2ccccc12
    1.7, -0.7, -3.3, -18.9, 4.9, 4.4, 6.8, 5.9, 0.1
[47] COc1ccccc1CNC(=O)CCNS(=O)(=O)c1cccc2nsnc12
    -3.7, -1.2, 1.1, -1.6, 4.6, -3.0, -1.2, -1.2, -0.2
[48] C=CCON1C(=O)c2ccccc2C1=O
    1.3, -5.9, 0.7, -13.3, -2.0, -16.0, -9.3, -1.2, 0.8
[49] COC(=O)c1ccc(S(=O)(=O)N2C3CCC2CC(NC(=O)NC2CCCCC2)C3)cc1 (stereo not drawn)
    -0.2, -1.5, 8.5, 0.4, 4.2, -9.5, -2.1, -35.3, 0.2
[50] COCCNC(=O)c1ccc2snnc2c1
    -2.5, 0.4, 1.8, 12.9, 0.3, -15.0, 4.7, -3.9, 0.1
[51] COc1cccc(CN2CCNC(=O)C2CC(=O)N(Cc2cnn(C)c2)C(C)C)c1 (stereo not drawn)
    0.8, 1.2, -0.7, -5.0, 7.8, -4.0, -1.6, 12.4, 0.5
[52] OC(c1ccccc1)C(CN1CCOCC1)c1ccccc1 (stereo not drawn)
    -0.5, 1.2, 0.2, -8.3, 3.3, 8.5, -9.6, -10.6, 0.5
[53] Cc1ccccc1NC(=O)Cn1c(CCC(=O)O)ccc1-c1cccs1
    1.0, -2.3, -2.0, 7.6, 2.3, -14.4, 3.3, 6.0, 0.6

Profiles as entered above. Values in the order: S1P4 agonist, Ba/F3 V617F tox, Wee1 stabilizer, S1P4 antag, BaF3 parental, Mdm2 ligase inh, eIF4E-4G inh, NPY-Y2 PAM-ag, PERK inh
Results for COc1ccc(S(N)(=O)=O)cc1C(N)=O : -1.3, 0.9, -0.2, -6.9, 3.8, 15.7, 0.2, -2.8, 0.1
Results for CCN1CCN(CCCNC(=O)Cn2cc3c(n2)CCCC3)CC1 : 0.5, -4.5, -2.0, -8.7, 5.2, -2.6, -1.9[fluorescence artefact?], 7.4, 1.3
